Screens from PubChem.
GPR151 ag: activators of human GPR151, primary screen, cell-based, PathHunter beta-arrestin, luminescence; G-protein coupled receptor 151 (Homo sapiens), Q8TDV0; PathHunter beta-arrestin GPR151 cells; activation, % at 11.2 µM; 1% of 650,000 active; in the data active means activation above about 4.9%;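 further: 0% = median of compound wells and 100% = cells with positive control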
Target sequence (Q8TDV0 whole entry, looked up): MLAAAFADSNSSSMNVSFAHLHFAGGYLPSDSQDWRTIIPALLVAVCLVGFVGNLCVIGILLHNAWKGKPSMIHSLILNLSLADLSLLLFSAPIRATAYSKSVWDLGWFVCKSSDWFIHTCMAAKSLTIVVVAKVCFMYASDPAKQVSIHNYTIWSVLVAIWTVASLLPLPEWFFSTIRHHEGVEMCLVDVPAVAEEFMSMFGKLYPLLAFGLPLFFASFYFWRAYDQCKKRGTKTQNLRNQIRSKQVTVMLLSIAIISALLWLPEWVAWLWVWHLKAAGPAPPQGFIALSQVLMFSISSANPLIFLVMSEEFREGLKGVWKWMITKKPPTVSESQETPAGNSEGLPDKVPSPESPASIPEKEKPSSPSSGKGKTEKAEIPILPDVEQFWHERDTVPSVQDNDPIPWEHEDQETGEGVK
MITF primary: MITF inhibitors, primary screen, biochemical, AlphaScreen, human | 0.91% of 650,000 active | AlphaScreen MITF homodimerization, bead proximity signal | AID 1259374, 2018 | inhibition, % at 2.6 µM; in the data active means inhibition above about 50%;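 further: 0% = vehicle wells with protein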
FBW7 act: FBW7 E3 ligase activators, primary screen, biochemical, AlphaScreen, human | normalized activity (activation), % at 26.1 µM | AlphaScreen FBW7–phospho-cyclin E peptide binding, activator screen | AID 1259310, 2017 | 0.13% of 650,000 active; in the data active means normalized activity above about 1.9%;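 further: purified mutant Fbw7 with reduced substrate affinity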
Target sequence (Q969H0 whole entry, looked up): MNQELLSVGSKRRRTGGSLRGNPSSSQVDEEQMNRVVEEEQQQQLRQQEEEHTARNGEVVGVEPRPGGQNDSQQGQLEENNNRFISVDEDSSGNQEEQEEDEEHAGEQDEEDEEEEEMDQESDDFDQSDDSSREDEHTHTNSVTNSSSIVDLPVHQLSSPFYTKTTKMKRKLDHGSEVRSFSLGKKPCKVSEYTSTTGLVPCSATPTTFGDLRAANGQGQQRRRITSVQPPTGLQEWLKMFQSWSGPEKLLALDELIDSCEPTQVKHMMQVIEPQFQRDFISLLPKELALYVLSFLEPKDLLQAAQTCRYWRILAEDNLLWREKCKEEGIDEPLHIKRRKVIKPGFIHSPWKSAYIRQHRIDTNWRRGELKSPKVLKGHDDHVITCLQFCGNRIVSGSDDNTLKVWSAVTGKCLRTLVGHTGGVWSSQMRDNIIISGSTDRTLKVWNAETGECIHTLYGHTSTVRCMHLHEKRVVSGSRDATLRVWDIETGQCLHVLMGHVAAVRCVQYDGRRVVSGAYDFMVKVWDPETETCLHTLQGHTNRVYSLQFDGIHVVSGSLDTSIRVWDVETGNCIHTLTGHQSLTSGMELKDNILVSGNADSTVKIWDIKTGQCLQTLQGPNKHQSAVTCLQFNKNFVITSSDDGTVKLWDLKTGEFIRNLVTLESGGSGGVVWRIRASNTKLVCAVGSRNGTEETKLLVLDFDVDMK
TEAD-YAP block: TEAD-YAP interaction inhibition, primary screen, TEAD-YAP interaction inhibitor project, luminescence, HEK-TIYL cells | 1.4% of 640,000 active | inhibition, % at 9.12 µM | TEAD-Gal4/YAP UAS-luciferase luminescence; in the data active means inhibition above about 32%;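 further: 0% = median of test compound wells and 100% = reference inhibitor wells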
Numbers without * were called inactive.

SMILES	GPR151 ag	MITF primary	FBW7 act	TEAD-YAP block
CCOC(=O)Nc1ccc2c(c1)N(C(=O)CCN(CC)CC)c1ccccc1CC2	1.5	-2.2	0.2	4.2
O=c1[nH]nc(N/N=C/c2cccc3ccccc23)c(=O)[nH]1	0.5	3.4	0.0	6.3
N#C/C(=C\Nc1ccc(Cl)cn1)c1nc2ccccc2o1	-0.4	8.6	0.2	1.0
CCn1c(CNC(=O)c2ccccc2C)nnc1SCC(=O)NCCc1ccccc1	-1.6	-2.7	-0.2	4.6
Cn1cnnc1SCC(=O)Nc1ccc(Br)cc1	-1.0	11.7	0.1	1.9
Cc1ccc(NC(=O)Nc2cc(C)ccn2)cc1	-0.3	3.9	0.0	-26.1
CCCCCCN1N=C(C)C(C(=O)c2ccc(Br)cc2)C1=O (stereo not drawn)	-0.9	8.9	-0.2	7.2
Cc1ccc(-n2c(C)cc(/C=N/NC(=O)CC3(C)OCCO3)c2C)cc1	0.8	8.7	0.1	1.9
O=S(=O)(Nc1ccc2nc(C(F)(F)F)[nH]c2c1)c1ccccc1	0.0	7.3	0.1	0.2
COC(=O)C1=C(N)OC2=C(C(=O)CC(c3ccccc3)C2)C1c1ccccc1Cl (stereo not drawn)	1.3	-0.2	-0.1	-1.2
CC(C)(C)c1ccc(C(=O)Nc2cc([N+](=O)[O-])ccc2F)cc1	2.8	21.1	0.7	7.6
COc1ccccc1N1CCN(c2ncnc3c2c(-c2ccccc2)cn3-c2ccc(Cl)cc2)CC1	-1.0	7.0	0.0	-9.4
N#Cc1ccc(NC(=O)c2ncn[nH]2)cc1	-1.5	-3.6	-0.5	-5.6
O=C(Nc1ccc(Cl)c(Cl)c1)c1cc(Br)ccc1NS(=O)(=O)c1ccc(Br)c2nsnc12	0.3	47.7	0.1	5.0
COc1ccc(CNc2ccc3c(c2)OCO3)c2ccccc12	0.1	19.8	0.0	-8.4
O=C(NCc1nc2ccccc2[nH]1)c1cnc(Nc2ccc(N3CCOCC3)cc2)s1	0.0	13.6	0.1	3.2
CC(=O)Nc1ccc2c(COC(=O)CCC(=O)c3cccs3)cc(=O)oc2c1	0.4	-3.3	-0.1	-2.5
CC1CCCCC1N1CCN(C(=O)c2cccc(F)c2)CC1 (stereo not drawn)	0.4	49.6	0.5	2.2
O=C(Nc1ccc(Cl)cc1)c1ccc(NCCN2C(=O)CCC2=O)c([N+](=O)[O-])c1	-1.0	-18.9	-0.1	-4.6
O=C(NCCCc1ccccc1)C1CC12CCN(C1CCSCC1)CC2 (stereo not drawn)	-1.5	1.9	0.2	8.1
O=C(Nc1ccc(S(=O)(=O)N2CCCCCC2)cc1)c1cccs1	1.1	-5.4	-0.1	-15.6
O=C(CSc1nc2ccc(N3C(=O)C4C5C=CC(C5)C4C3=O)cc2s1)NCCOc1ccc(Cl)cc1 (stereo not drawn)	0.7	7.8	-0.1	9.2
CCOC(=O)N1CCN(c2nc(Nc3ccc(C)cc3C)c3nccnc3n2)CC1	-1.4	-10.1	0.6	-12.8
CN(CCc1ccccn1)C(=O)CCC1CCCN(Cc2ccc3c(c2)OCCO3)C1 (stereo not drawn)	1.5	-17.0	-0.2	9.7
O=C(NCCc1ccccc1)C1CCN(c2nc3ccccc3s2)CC1	0.5	-1.3	0.2	8.2
New compounds follow
SMILES	GPR151 ag	MITF primary	FBW7 act	TEAD-YAP block
O=C(Nc1cc(NC(=O)C2CCCCC2)cc(C(=O)N2CCCCC2)c1)C1CCCCC1	1.7	-2.8	-0.1	1.9
Cc1nn(-c2ccccc2)c(-n2cccc2)c1C(=O)NCc1cccnc1	-1.5	1.9	0.1	-2.0
CSc1ccc(C2CC(=O)Nc3c2c(=O)n(C)c(=O)n3C)cc1 (stereo not drawn)	-0.4	20.5	-0.3	-6.5
O=C(N/N=C/c1ccccc1O)c1ccc(N2Cc3ccccc3C2)cc1	1.3	-21.3	0.0	-6.8
Cc1c(Cl)cccc1S(=O)(=O)NC(C)Cc1ccco1 (stereo not drawn)	0.1	16.7	-0.1	0.7
Cc1ccc(-c2csc(NC(=O)c3cc4ccccc4oc3=O)n2)cc1	-1.0	0.6	0.1	-8.1
COc1c(Cl)ccc(Cl)c1C(=O)Nc1sc2c(c1C(N)=O)CCCC2	-1.7	-8.4	0.0	2.5
O=C(Nc1cc(Oc2ccc(Br)cc2)cc([N+](=O)[O-])c1)c1nn2c(C(F)(F)F)cc(-c3ccc(Cl)cc3)nc2c1Cl	-2.8	20.4	0.1	-2.5
COc1ccc(CC(=O)NNS(=O)(=O)c2ccccc2[N+](=O)[O-])cc1	0.4	-1.1	0.0	0.1
COc1ccc(-c2cc(C(=O)NCCN3CCOCC3)c3ccccc3n2)c(OC)c1	-0.1	-20.7	0.0	6.6
c1coc(CNCc2ccc3c(c2)OCO3)c1	0.6	16.9	0.1	5.1
Cc1cccc(NC(=O)C(C)N2C(=O)c3ccccc3C2=O)c1 (stereo not drawn)	-0.2	7.0	0.0	5.5
O=C(NCCc1nnc2ccc(SCc3ccc(Br)cc3)nn12)c1ccc(F)cc1	0.9	-12.7	-0.1	12.7
Cn1c(O)c(/C=N/NC(=O)Cc2ccc(F)cc2)c(=O)n(C)c1=O	1.3	18.2	0.3	-2.3
COc1cc(C(=O)N/C(=C/c2ccc(F)cc2)C(=O)NCC(=O)O)cc(OC)c1OC	-1.3	7.2	0.2	5.6
COC(=O)c1sc2ccccc2c1NC(=O)CSCc1ccccc1	2.9	-0.1	0.1	2.6
Cc1cccc2sc(NC(=O)c3sc4ccccc4c3Cl)nc12	0.1	-17.0	0.3	-16.0
c1ccc(N2CCN(c3nc4ccccc4s3)CC2)cc1	-0.4	3.0	0.0	0.0
Cc1cccc(C(=O)Nc2nnc(SCC(=O)N3CCCC3)s2)c1	0.8	-1.5	-0.2	-2.2
O=C1CCC(C(=O)OCc2c(Cl)cccc2Cl)N1 (stereo not drawn)	-1.3	2.8	0.1	5.3
O=C1CCCN1CCCNc1ncnc2c1cnn2-c1ccccc1	0.3	0.2	0.1	-15.4
O=C(NC1CC1)c1ccc(-c2ncc(C(=O)NCCc3ccc(O)cc3)s2)cc1	0.6	-9.9	0.0	-9.6
NC(=O)c1ccccc1NC(=S)NC(=O)/C=C/c1cccc([N+](=O)[O-])c1	-1.4	-7.0	0.0	5.5
CCOC(=O)C1=C(C)Nc2nnnn2C1c1ccccc1OCC (stereo not drawn)	-2.1	1.4	-0.1	0.1
CCOC(=O)c1c(NC(=O)CSc2nnc(CNC(=O)c3ccc(OC)cc3)n2Cc2ccccc2)sc2c1CCCC2	0.2	4.1	0.1	5.3
The results go on:
SMILES	GPR151 ag	MITF primary	FBW7 act	TEAD-YAP block
O=S(=O)(NCc1ccc(Cl)cc1Cl)c1ccc(F)cc1	-1.0	23.3	0.1	-8.0
COc1ccc(NC(=O)c2cccnc2SC)cn1	-0.5	4.7	0.1	1.0
O=C(NCCOc1ccccc1)c1cc(N2CCCC2CO)nc2ccccc12 (stereo not drawn)	-2.2	-13.8	-0.1	-7.0
O=C(Nc1ccc(Oc2cccnc2)cc1)C1CCN(C2CCOCC2)CC1	-0.3	10.3	0.0	7.8
CC(C)c1ccc(S(=O)(=O)N2CCN(CC(=O)Nc3ccc(Cl)c(C(F)(F)F)c3)CC2)cc1	-0.5	-0.8	0.0	12.1
COc1ccccc1C(=O)N/C(=C\c1ccc2c(c1)OCO2)C(=O)NCCCO	0.2	16.0	0.4	-0.8
N#CC1=C(SCC(N)=O)NC(=O)CC1c1cccc(F)c1 (stereo not drawn)	1.1	19.9	0.2	-3.7
COc1ccc(C(=O)Oc2cccc3cccnc23)cc1[N+](=O)[O-]	2.4	10.3	-1.0	-1.4
COc1ccc(NC(=O)C2CCN(S(=O)(=O)c3cccs3)CC2)c2ccccc12	-0.1	6.1	0.2	14.0
CCOC(=O)C1=C(C)N=c2s/c(=C/c3ccc(O)c(OC)c3)c(=O)n2C1c1cccs1 (stereo not drawn)	1.5	4.0	-0.1	-7.9
CCC(C(=O)O)N1C(=O)/C(=C/c2ccncc2)SC1=S (stereo not drawn)	-1.0	11.2	0.0	7.0
O=C(c1cn(C[C@H]2CCCN(C(=O)c3cc(-c4ccco4)[nH]n3)C2)nn1)N1CCOCC1	-0.5	20.2	0.6	-4.0
CCCc1cc(=O)[nH]c(SCC(=O)c2ccc3c(c2)NC(=O)CO3)n1	-0.1	4.8	0.0	-0.9
Cc1ccc(C(=O)Nc2ccccc2C(=O)Nc2ccc([N+](=O)[O-])cc2)cc1	0.0	7.8	0.6	7.0
COc1ccc(Nc2nc(NCCCN3CCOCC3)c3cc(OC)c(OC)cc3n2)cn1	-2.5	13.7	0.2	-6.0
O=C(O)c1cc(N/N=C/c2ccsc2)ccc1Cl	-1.7	12.3	0.0	-85.8
COCCC(=O)N1CCCC(c2[nH]ncc2-c2cccc3ccccc23)C1 (stereo not drawn)	-0.9	9.5	0.0	1.3
Cc1ccc(NC(=O)c2c(N)sc(-c3ccccc3)c2C)c(C)c1	0.8	0.7	0.8	-60.9
COc1ccc2[nH]c3c(=O)n(Cc4ccc(Cl)cc4)cnc3c2c1	-2.0	14.1	0.2	2.0
COc1ccccc1N1C(=O)c2ccc(C(=O)Nc3ccccc3O)cc2C1=O	-0.5	-9.2	-0.1	-7.0
COc1ccc(OC)c(C(=O)N2CCC3(CC2)Nc2ccccc2-n2cccc23)c1	2.1	16.5	-0.2	-2.7
COc1ccc(/C=C(\C#N)c2nc3ccccc3[nH]2)c(OC)c1	-0.3	1.1	0.1	-23.8
CN(CCO)S(=O)(=O)c1cc(C(=O)O)ccc1Cl	-1.5	-17.0	-0.1	-3.9
CCOc1ccc2[nH]c(C)c(CN3CCN(CC)CC3)c(=O)c2c1	-0.1	14.5	0.2	-13.6
c1ccc(N2CCN(Cc3nnc(-c4ccc5c(c4)OCO5)o3)CC2)nc1	-0.1	0.3	-0.1	-1.3
Continuation:
SMILES	GPR151 ag	MITF primary	FBW7 act	TEAD-YAP block
CCOCCCNc1ncc2c(n1)CC(c1ccc(C)cc1)CC2=O (stereo not drawn)	0.9	-0.7	0.0	5.1
Cc1cccc(C)c1NC(=O)CNC(=O)CSc1nc(Cc2ccccc2)c(C)[nH]1	0.5	3.1	0.1	2.9
COc1ccc(-c2noc(N3CCC(C(=O)N(C)c4cccc(Cl)c4)CC3)n2)cc1	0.5	-5.7	-0.3	0.0
O=C(Nc1ccccc1)c1cc2cc(Cl)cc(Cl)c2oc1=Nc1ccccc1F	-1.0	14.4	0.2	-10.2
COc1ccc(NS(=O)(=O)c2ccc3[nH]c(=O)ccc3c2)cc1OC	1.8	-0.1	-0.4	-4.5
COc1cc(C)ccc1N(CCN1C(=O)c2cccc3cccc(c23)C1=O)C(=O)c1ccc(Br)cc1	-0.6	11.4	0.2	-5.7
CCC(=O)Nc1ccc(NC(=O)CSc2nnnn2-c2ccc3c(c2)OCO3)cc1	0.3	-5.2	0.0	3.4
O=C(Nc1ccccc1)c1cnc(-c2csc3ccccc23)s1	-1.0	3.2	-0.1	-13.9
Cc1cc(N2C(=O)C3CC=CC(C)C3C2=O)ccc1Br (stereo not drawn)	0.6	15.9	-0.1	-13.8
COCCn1c(SCC(=O)/C(C#N)=C(\C)N)nnc1-c1ccc(Cl)cc1	0.2	-15.2	-0.2	-9.9
CCNc1nc(NCc2ccccc2)nc(N(CC)CC)n1	0.2	2.6	0.2	2.9
O=C(NCN1C(=O)C2C3C=CC(C3)C2C1=O)Nc1ccccc1O (stereo not drawn)	2.9	-5.0	-0.1	-2.8
O=S(=O)(Nc1ccc(Oc2ccccc2)cc1)c1ccc(Cl)cc1	0.6	9.8	0.0	-2.9
CCOc1ccc(C(c2sc3nc(C)nn3c2O)N2CCCC2)cc1OC (stereo not drawn)	0.8	10.6	0.0	-3.6
COc1ccc(NC(=O)COc2ccc(C=O)cc2Cl)cc1	-1.2	-12.2	0.1	-24.5
NC(=O)c1ccc(-c2nc(Nc3ccc(N4CCOCC4)cc3)c3ncn(C4CCCCC4)c3n2)cc1	-0.2	26.4	-0.3	-11.9
CC(=O)Nc1ccc(S(=O)(=O)N2CCN(c3ccc([N+](=O)[O-])c(NCc4ccco4)c3)CC2)cc1	1.0	7.2	0.1	-6.3
COc1cccc(C2C=C(c3ccc(Cl)cc3)Nc3nnnn32)c1OC (stereo not drawn)	-2.0	-1.9	0.1	-10.1
C=CCn1c(CN(C)Cc2cccnc2)nnc1SCC(=C)Cl	-0.5	17.1	0.1	4.5
Nc1nc2n(n1)C(c1ccco1)CC(c1ccccc1)N2 (stereo not drawn)	2.4	-0.3	0.3	-20.0
Cc1ccccc1C1C(=O)N(C2CCCCC2)CC(=O)N1C1CCCCCCC1 (stereo not drawn)	-0.8	24.1	0.2	6.5

4 records picked at random from those above, as already listed:
SMILES	GPR151 ag	MITF primary	FBW7 act	TEAD-YAP block
Cc1ccc(C(=O)Nc2ccccc2C(=O)Nc2ccc([N+](=O)[O-])cc2)cc1	0.0	7.8	0.6	7.0
CCC(=O)Nc1ccc(NC(=O)CSc2nnnn2-c2ccc3c(c2)OCO3)cc1	0.3	-5.2	0.0	3.4
CCn1c(CNC(=O)c2ccccc2C)nnc1SCC(=O)NCCc1ccccc1	-1.6	-2.7	-0.2	4.6
O=C(Nc1cc(NC(=O)C2CCCCC2)cc(C(=O)N2CCCCC2)c1)C1CCCCC1	1.7	-2.8	-0.1	1.9

Entries of single compounds from above. Screens in order: GPR151 ag, MITF primary, FBW7 act, TEAD-YAP block
NC(=O)c1ccc(-c2nc(Nc3ccc(N4CCOCC4)cc3)c3ncn(C4CCCCC4)c3n2)cc1 is entered as -0.2, 26.4, -0.3, -11.9
CC(=O)Nc1ccc(S(=O)(=O)N2CCN(c3ccc([N+](=O)[O-])c(NCc4ccco4)c3)CC2)cc1 is entered as 1.0, 7.2, 0.1, -6.3
